Screening results deposited in PubChem by several laboratories.
ROCK2 inh – inhibitors of human ROCK2 kinase, primary screen, biochemical, high-throughput, luminescence | Rho-associated protein kinase 2 (Homo sapiens), O75116 | purified ROCK2, Kinase-Glo ATP depletion luminescence | inhibition, % at 6 µM | 60,000 tested, 0.35% active | AID 604, 2007;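 active means inhibition above the screen-wide mean inhibition plus 3 SD, cut at about 18% in these data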;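 further: plate controls were DMSO wells for no effect and Y-27632 control wells after no-enzyme background subtraction for full effect; many of its hits are not listed in these tables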
Fluor 339 460 – intrinsic fluorescence of library compounds, ex339/em460 – biochemical, MLSMR library, data from DPM-DC assay, artefact control, profiling panel; compound autofluorescence, ex339/em460 nm, NADH buffer; active compounds read high; 1 = no-compound wells, NADH background; fluorescence fold increase at 10 µM; 65,000 tested, 5.5% active; AID 709, 2007;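 active means at 10 µM, mean starting fluorescence two-fold or more over control wells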;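 further: signal is the first read of a kinetic run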
PKA kinase inh – inhibitors of human PKA kinase activity, primary screen, biochemical, ATP-depletion luminescence, Kemptide substrate; PKA Kemptide phosphorylation, Kinase-Glo ATP luminescence; AID 524, 2006; inhibition, % at 6 µM; 65,000 tested, 0.1% active; cAMP-dependent protein kinase catalytic subunit alpha (Homo sapiens), P17612;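 active means inhibition above the screen-wide mean inhibition plus 3 SD, cut at about 21% in these data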; further: many of its hits are not listed in these tables
Abs 340nm – compound light absorbance at 340 nm, profiling panel, artefact control, biochemical, MLSMR library, data from PS, PMK, MK assays | compound absorbance at 340 nm, fold over control | fold change at 10 µM | 65,000 tested, under 10 active;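 active means at 10 µM dose, initial 340 nm absorbance at least 2 fold that of control wells; inactive means change under 2 fold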;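 further: initial absorbance extrapolated from kinetic A340 decline of NADH oxidation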
Hsp90 inh – tumor Hsp90 inhibitors, primary screen, cell lysate, fluorescence polarization, NCI-N417 lysate; Cy3B-geldanamycin FP displacement; inhibition, % at 30 µM; 64,000 tested, 0.35% active; Heat shock protein HSP 90-alpha (Homo sapiens), P07900; AID 429, 2006;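 active means inhibition above 50%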;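 further: 0% = tracer plus lysate wells and 100% = tracer alone without lysate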
DUSP1 inh – MKP-1 phosphatase inhibitors, primary screen, biochemical, in vitro; recombinant MKP-1, OMFP hydrolysis fluorescence; 65,000 tested, 0.15% active; AID 374, 2006; Dual specificity protein phosphatase 1 (Homo sapiens), P28562; inhibition, %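 (compounds tested at a single concentration somewhere between 10 and 100 µM)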;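 active means inhibition above about 50%, limit read from the data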;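 further: 0% = DMSO max control wells and 100% = wells with enzyme stopped by NaOH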
JNK3 inh – JNK3 kinase activity inhibitors, primary screen, biochemical, human, purified enzyme; HTS; inhibition, % at 8 µM; 60,000 tested, 0.61% active; in the data active means inhibition above about 17%;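 further: 0% = DMSO and 100% = reference inhibitor; many of its hits are not listed in these tables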
Target sequence (P53779 whole entry, looked up): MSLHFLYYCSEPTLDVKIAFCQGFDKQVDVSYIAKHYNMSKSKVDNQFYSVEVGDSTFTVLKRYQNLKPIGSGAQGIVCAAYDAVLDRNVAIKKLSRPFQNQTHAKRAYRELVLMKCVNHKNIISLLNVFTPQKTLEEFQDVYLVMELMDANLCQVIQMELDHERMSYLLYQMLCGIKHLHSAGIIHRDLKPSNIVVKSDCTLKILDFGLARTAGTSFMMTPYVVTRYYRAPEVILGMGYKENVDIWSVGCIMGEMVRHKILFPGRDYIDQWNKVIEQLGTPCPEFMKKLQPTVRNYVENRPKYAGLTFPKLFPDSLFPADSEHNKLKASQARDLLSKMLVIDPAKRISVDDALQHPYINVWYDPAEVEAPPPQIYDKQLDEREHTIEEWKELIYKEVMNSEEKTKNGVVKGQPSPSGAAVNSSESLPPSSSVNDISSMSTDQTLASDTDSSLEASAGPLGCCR
Her2 expr inh – inhibitors of Her2 protein expression, primary screen, SKBR-3 cells, AlphaScreen, 66K library; AID 645, 2007; Receptor tyrosine-protein kinase erbB-2 (Homo sapiens), P04626; 65,000 tested, 0.69% active; SKBR-3 HER2 protein level, 18-24 h; active compounds read low; HER2 level % of control, % at 10 µM;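 active means HER2 level under 5% of the carrier-only control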;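 further: 100% = DMSO carrier and 0% = 500 nM PU-H71 HSP90 inhibitor; lower value means stronger loss of Her2 protein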
Cdc25B inh – inhibitors of Cdc25B phosphatase catalytic domain, primary screen, biochemical, OMFP fluorescence; recombinant Cdc25B, OMFP fluorescence Ex485/Em525; inhibition, %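 (compounds tested at 10 µM final in the well)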; 65,000 tested, 0.1% active; in the data active means inhibition above about 50%
Target sequence (P30305 whole entry, looked up, the tested form may be a part): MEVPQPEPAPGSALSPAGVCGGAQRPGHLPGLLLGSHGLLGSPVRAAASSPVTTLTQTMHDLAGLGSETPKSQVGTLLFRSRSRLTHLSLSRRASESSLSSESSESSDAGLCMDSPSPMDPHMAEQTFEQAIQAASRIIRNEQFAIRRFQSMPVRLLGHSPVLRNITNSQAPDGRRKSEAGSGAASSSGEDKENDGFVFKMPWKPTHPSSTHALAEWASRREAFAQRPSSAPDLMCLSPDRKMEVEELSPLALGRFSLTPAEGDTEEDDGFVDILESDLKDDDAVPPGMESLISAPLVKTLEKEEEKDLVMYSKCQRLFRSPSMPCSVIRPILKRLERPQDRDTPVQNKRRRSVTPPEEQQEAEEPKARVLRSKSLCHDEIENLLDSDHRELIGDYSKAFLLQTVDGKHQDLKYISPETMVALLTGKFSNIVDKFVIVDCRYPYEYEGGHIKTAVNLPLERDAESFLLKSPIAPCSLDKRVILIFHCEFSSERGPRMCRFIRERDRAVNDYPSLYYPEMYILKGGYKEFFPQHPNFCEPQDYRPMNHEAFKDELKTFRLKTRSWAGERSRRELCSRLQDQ
An asterisk follows results filed as active; nt = no result given; & = joins results of further samples. Not all compounds are listed. The share of hits here may be higher or lower than overall.

Structure,Hsp90 inh,ROCK2 inh,DUSP1 inh,PKA kinase inh,Her2 expr inh,JNK3 inh,Cdc25B inh,Fluor 339 460,Abs 340nm
O=C(NCc1ccccc1)NC1(C(=O)N2CCN(c3ncccn3)CC2)CCCCC1,-3.4,2.5,-9.4,3.1,125.0,-0.9,1.8,1.19,0.98
Cc1ccc(S(=O)(=O)NC(CC(=O)NCc2ccco2)c2ccco2)cc1 (stereo not drawn),-2.4,8.3,0.0,11.8,108.0,-0.6,5.2,1.13,1.06
CCCCOC(=O)Nc1nc(CC(=O)OCC)cs1,-1.4,4.6,-5.2,9.2,110.3,0.1,-5.7,1.05,1.03
Cc1ccc(C(=O)NCc2ccc(Cl)c(Cl)c2)o1,-4.1,5.2,9.5,11.5,88.8,-3.2,-2.1,1.04,1.03
CCN(CC)c1ccc2cc(C(=O)Nc3cccnc3N3CCOCC3)c(=O)oc2c1,nt,nt,7.8,4.9,97.5,nt,-4.4,1.1,1.05
Cn1ccnc1SCC(=O)Nc1ccc2c(c1)COC2=O,-7.0,7.5,-1.4,4.2,69.1,2.7,8.4,1.11,1.03
N#Cc1ccc(C(c2nnnn2CCc2ccccc2)N2CCCCCC2)cc1 (stereo not drawn),2.9,1.8,-1.3,-0.7,134.7,2.1,0.2,1.06,0.98
O=C1CC(N2CCN(C(c3ccccc3)c3ccccc3)CC2)C(=O)N1 (stereo not drawn),-1.4,5.5,1.8,8.8,105.1,4.7,-4.3,1.08,1.04
O=C(Nc1nc2c(s1)CCCC2)C1CCCN1C(=O)c1cccs1 (stereo not drawn),-2.3,5.3,36.5,7.2,83.7,0.1,6.1,1.1,1.04
Cc1ccc(N(CC(=O)NC2CCCCCC2)S(=O)(=O)c2c(C)nn(C)c2C)cc1,-3.6,2.9,14.5,4.5,75.8,0.0,-3.8,1.09,0.99
CCc1ccc2[nH]c(=O)c(CN(CCCN3CCOCC3)C(=O)Nc3ccc(F)cc3)cc2c1,-3.7,2.8,9.5,-10.4,94.3,6.3,0.6,1.28,1.06
C/C(NC1CCCCC1)=C(/C#N)C(=O)NCCN1CCOCC1,1.0,6.3,17.8,6.4,157.1,-1.1,-16.2,1.1,1.01
CCCNc1ncnc2nc[nH]c12,-3.2,15.5,7.6,17.4,75.8,4.3,2.0,1.05,1.06
Cc1ccc2c(C(=O)CN3CCCCC3CCO)c(C)[nH]c2c1 (stereo not drawn),-3.8,1.3,6.1,2.1,167.9,-7.8,0.4,1.03,1.02
CN1Cc2c(N3CCOCC3)nc(SCc3ccccc3)c(C#N)c2CC1(C)C,1.2,-9.2,-20.0,2.0,105.1,4.3,-35.6,1.08,0.95
COc1ccc2cc(CCNC(=O)c3c(-c4ccccc4Cl)noc3C)c(=O)[nH]c2c1,-2.1,7.3,13.1,8.6,64.8,0.8,-6.7,1.27,1.1
CCOc1cccc(OCCOCCN(C)Cc2ccccc2)c1,-4.3,-0.7,7.1,4.1,82.6,-2.6,-13.2,1.13,1.05
CCOC(=O)CN1CC23C=CC(O2)C(C(=O)Nc2ccc(OC)cc2OC)C3C1=O (stereo not drawn),5.8,2.5,-12.2,-0.5,90.1,3.3,-2.6,1.05,0.99
COc1ccc(N2CCN(C3CC(=O)N(C)C3=O)CC2)cc1 (stereo not drawn),1.3,5.9,2.5,8.6,101.5,-1.7,-13.0,1.11,1.03
Cc1cc(C)cc(NC(=O)CCN2CC(C)OC(C)C2)c1 (stereo not drawn),0.5,5.8,-25.0,10.3,108.1,-6.3,-11.0,1.07,1.03
CC(=O)C1=C(C)NC(=O)NC1c1cc(Br)ccc1OCC(N)=O (stereo not drawn),-2.9,6.4,9.2,2.0,99.7,-1.7,7.4,1.1,1.07
COc1ccc2nc(N3CCCC(O)C3)c(C#N)cc2c1 (stereo not drawn),-6.2,-0.1,-2.8,12.0,85.7,5.3,-2.7,2.58*,1
CCNc1cc2n(c(=O)n1)CCc1cc(OC)c(OC)cc1-2,20.6,-5.6,-9.7,2.4,104.3,-1.6,4.3,2.69*,1.17
C[C@@H]1C[C@H]2[C@@H]3CCC4=CC(=O)C=C[C@]4(C)[C@@]3(F)[C@@H](O)C[C@]2(C)[C@H]1C(=O)CO,1.8,1.6,-15.0,-1.0,104.7,2.9,-11.2,0.99,0.98
CC1=C(C)[N+](=O)C2CCCCC2N1[O-] (stereo not drawn),-2.7,7.3,-3.9,8.9,101.6,1.2,-3.5,1.01,1.04
Nc1c(S(=O)(=O)c2cccs2)c2nc3ccccc3nc2n1Cc1ccc2c(c1)OCO2,-5.2,-0.1,-4.3,0.6,29.4,3.1,1.7,2.67*,1.09
NS(=O)(=O)c1ccc(CNC(=O)C2CCCCC2)cc1,-3.9,7.7,-2.3,8.4,nt,2.7,-6.6,1.07,1.06
COC(=O)c1ccccc1N(Cc1ccccc1)S(C)(=O)=O,-2.3,-6.5,7.1,3.9,90.7,1.3,0.2,1.11,1.05
c1ccc(-c2onc3cc4c(cc23)OCCO4)cc1,-2.2,0.7,-1.4,6.3,106.7,22.1*,4.8,1.12,1.06
COCCCNC(=O)c1ccc(CNS(=O)(=O)c2ccc(NC(C)=O)cc2)cc1,2.6,-3.4,6.8,-2.5,86.6,-5.5,1.3,1.16,1.04
COc1cc(Cc2cnc(N)nc2N)cc(OC)c1OC,1.8&4.8,0.1,-11.7,5.2,87.3,3.8,3.7,1.17,1
C=CCSc1nnc(NC(=O)CSc2nc(CCC)cc(=O)[nH]2)s1,0.6,6.5,7.7,10.9,99.8,5.7,-6.7,1.04,1.03
COC(=O)c1ccc(NC(=O)CCN2CCN(c3ccccc3)CC2)cc1,-1.8,-5.5,-1.1,-0.7,108.3,-6.0,5.1,1.13,1.01
COC(=O)c1ccc(CSc2nncn2C)cc1,-2.2,-2.0,-0.8,5.2,104.0,7.1,-0.5,1.13,1.03
CCOc1ccccc1NC(=O)CSc1nnc(CNC(=O)COc2ccc(Cl)cc2)o1,0.8,-0.7,8.4,2.7,79.9,-0.9,-18.8,1.12,1.01
CCOC(=O)C(C)Sc1nc2c([nH]c3ccccc32)c(=O)n1C (stereo not drawn),nt,nt,nt,1.5,143.1,nt,nt,1.09,1.09
Cc1nnc(NC(=O)CSc2ccccn2)s1,-2.5,1.4,-9.7,2.5,84.1,-1.8,8.0,1.06,1.02
Cc1ccc(-c2nnnn2CS(=O)(=O)c2ccccc2)cc1,-3.3,-9.2,1.0,-1.1,108.0,1.5,-9.4,1.05,1
CCOC(=O)N1CCN(C(=O)c2ccc(CS(=O)(=O)c3c(Cl)cccc3Cl)o2)CC1,-3.2,0.7,1.9,-8.7,106.1,-2.0,-4.6,1.01,0.99
COc1ccc(CCNc2oc(Cc3cccc4ccccc34)nc2C#N)cc1OC,-15.0,-5.7,0.1,2.5,240.5,3.0,-2.5,1.07,0.99
COc1ccccc1-c1nnc(NC(=O)c2ccc(S(=O)(=O)N(C)Cc3ccccc3)cc2)o1,-3.1,-3.9,25.8,-0.5,84.1,13.0,-0.7,2.96*,1.01
Cc1ccc(O)c(-c2cc(C(F)(F)C(F)F)nc(-c3ccccc3)n2)c1,-2.6,1.2,4.6,-4.9,43.1,-1.8,0.2,1.14,1.06
CCCOc1ccccc1Nc1nnc(C)c(=O)[nH]1,2.8,-1.6,5.8,-0.8,87.8,0.8,1.4,1.1,1.04
Cc1c(C(=O)N2CCOCC2)[nH]c2ccc(OCc3ccccc3)cc12,0.3,nt,8.8,-6.8,82.8,nt,3.1,1.13,1.03
O=C(COC(=O)C1CC2C=CC1C2)Nc1ccc2c(c1)OC(F)(F)O2 (stereo not drawn),-0.3,nt,10.2,5.5,126.2,nt,-15.8,1.07,0.98
COc1ccc(OC)c2[nH]c(=O)c(CCNS(=O)(=O)c3ccc(Cl)cc3)cc12,2.4,1.9,22.9,0.8,107.1,-3.6,-13.0,1.43,1
O=C(CSc1nnc(Cc2ccccc2)o1)NC1CCCCC1,-1.4,1.5,6.9,4.8,95.4,0.0,-0.7,1.07,1.03
COC(=O)c1cnn2c3c(c(C)nc12)CCCC3,1.9,nt,0.9,7.0,126.4,nt,-6.7,4.83*,0.99
CNc1nnc(-c2ccncc2)s1,0.3,15.2,6.3,13.2,68.5,2.3,20.8,4.35*,1.07
CCCNC(=O)c1c(N)n(-c2cc(OC)cc(OC)c2)c2nc3ccccc3nc12,-6.0,0.4,25.4,4.8,73.6,-1.2,4.0,2.47*,1
COCC(=O)N(Cc1cc2ccc(C)cc2[nH]c1=O)c1ccc(OC)cc1,-4.8,5.8,-13.7,9.4,110.1,-5.0,1.1,1.25,1.02
CCCc1cc(=O)[nH]c(SCC(=O)N(C)C2CCS(=O)(=O)C2)n1 (stereo not drawn),-1.4,8.5,20.8,8.1,94.2,1.9,-24.0,0.99,1
CC(NC(=O)c1cccc(F)c1)C(c1cccs1)N1CCN(C)CC1 (stereo not drawn),-4.5,1.5,8.7,6.1,161.2,-2.6,-15.2,1.1,1.04
Cn1c(C(=O)NCCCN2CCN(c3ccccc3F)CC2)cc2c(=O)[nH]c3ccccc3c21,-2.0,-2.7,30.3,-1.4,66.9,-10.5,2.9,1.32,1.01
CCOC(=O)c1[nH]c2cc3c(cc2c1NC(=O)CN1CCC2(CC1)OCCO2)OCO3,-6.4,-3.4,-12.4,7.3,118.4,-8.1,-19.6,2.27*,1.14
CCN(CC)S(=O)(=O)c1cccc(-c2nnc(SCC(=O)NC)n2CCc2ccccc2)c1,-1.1,3.9,27.6,5.7,95.1,6.5,-0.5,1.11,1
COc1cc(OC)cc(C(=O)Nc2ccc(-n3cnnn3)c(C)c2)c1,-0.8,-4.6,8.2,0.1,129.6,-5.3,1.0,1.09,1.01
CCCCC(=O)Nc1ccc(N2CCN(S(C)(=O)=O)CC2)cc1,10.9,-1.0,-6.9,-3.9,99.5,-3.3,6.1,1.07,1.03
Cc1nc2c(o1)CCc1ccccc1C2N1CCN(C)CC1 (stereo not drawn),-6.0,-3.5,-24.1,-5.6,80.2,-5.8,15.5,1.12,1.01
O=C(CN1C(=O)NC(Cc2ccccc2)C1=O)Nc1ccccc1 (stereo not drawn),-3.4,nt,15.5,-1.5,nt,nt,-6.4,1.09,1.01
O=C(NCCSc1ccccc1)c1ccco1,0.6,-1.7,1.9,0.9,66.5,-3.8,4.9,1.06,0.99
Oc1ccccc1-c1nc(NCc2ccco2)c2ccccc2n1,-2.7,12.2,-16.2,8.5,43.4,6.5,12.9,1.03,1.04

Some of the entries so far, field by field:
CCc1ccc2[nH]c(=O)c(CN(CCCN3CCOCC3)C(=O)Nc3ccc(F)cc3)cc2c1
  Hsp90 inh: -3.7; ROCK2 inh: 2.8; DUSP1 inh: 9.5; PKA kinase inh: -10.4; Her2 expr inh: 94.3; JNK3 inh: 6.3; Cdc25B inh: 0.6; Fluor 339 460: 1.28; Abs 340nm: 1.06
O=C(CSc1nnc(Cc2ccccc2)o1)NC1CCCCC1
  Hsp90 inh: -1.4; ROCK2 inh: 1.5; DUSP1 inh: 6.9; PKA kinase inh: 4.8; Her2 expr inh: 95.4; JNK3 inh: 0.0; Cdc25B inh: -0.7; Fluor 339 460: 1.07; Abs 340nm: 1.03
